# TbREL1 primary: TbREL1 inhibition, primary screen; P86926; actives 0.49% (n = 89,000); inhibition, % at 9.66 µM; TbREL1 RNA ligation, FRET fluorescence;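 active = inhibition above the mean inhibition across all screened compounds plus 3 SD, cut at about 11% in these data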;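 also: 0% = plate median of test wells and 100% = NSC42067 control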
# Target sequence (P86926 whole entry, looked up): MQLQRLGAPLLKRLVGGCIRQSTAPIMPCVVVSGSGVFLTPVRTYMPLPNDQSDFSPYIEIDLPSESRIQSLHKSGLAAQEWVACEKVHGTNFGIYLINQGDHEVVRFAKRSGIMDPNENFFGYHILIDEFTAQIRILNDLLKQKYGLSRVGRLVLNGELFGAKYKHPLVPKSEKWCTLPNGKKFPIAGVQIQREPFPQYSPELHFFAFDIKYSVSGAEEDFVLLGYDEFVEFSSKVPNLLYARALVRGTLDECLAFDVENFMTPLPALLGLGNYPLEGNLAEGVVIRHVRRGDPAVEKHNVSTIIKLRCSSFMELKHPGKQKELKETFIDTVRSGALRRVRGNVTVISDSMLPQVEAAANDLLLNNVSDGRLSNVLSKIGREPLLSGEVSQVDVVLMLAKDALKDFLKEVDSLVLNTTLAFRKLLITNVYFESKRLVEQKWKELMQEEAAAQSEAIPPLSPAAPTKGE
# * = called active by the depositor.
SMILES,TbREL1 primary
Cc1ccc(S(=O)(=O)N(CCCN2CCCC2=O)Cc2cc3c(C)ccc(C)c3[nH]c2=O)cc1,-2.1
Cn1c2ccccc2c(=O)c2ccc(F)cc21,2.9
CCCNC(=O)CSc1ccc(S(=O)(=O)N(C)C2CCCCC2)cn1,2.3
COc1ccc(-n2c(SCC(=O)NC3CCCCC3)nc3ccsc3c2=O)cc1,2.0
CN(C(=O)c1cn(C)c2ccccc12)c1ccc(Oc2cccnc2)cc1,-1.4
O=C(Nc1ccccc1Cl)O[C@@H]1CC[C@@]23CCCN2C(=O)CCC[C@H]3C1,-1.9
CN1CCN(NC(=O)c2cccc(Br)c2)CC1,3.5
COCC(=O)N1CCC(Oc2ccc(C(=O)N3CCCCCCC3)cc2)CC1,-0.5
CCCNS(=O)(=O)c1ccc(OC)c(Cl)c1Cl,5.8
O[C@@H]1Cc2ccccc2O[C@H]1c1ccccc1,0.5
Cc1c(C(=O)Nc2c(N)nc(SCC(=O)NCC3CCCO3)[nH]c2=O)cccc1[N+](=O)[O-] (stereo not drawn),0.9
Cc1ccsc1CN(C)C(=O)c1cc(S(=O)(=O)N2CCOCC2)ccc1N1CCCC1,3.3
Cc1nn(C)cc1CN1CCC(n2nccc2NC(=O)CCCc2ccccc2)CC1,4.9
COCCN(Cc1ccccc1)C(=O)c1ccc2c(c1)NC(=O)CS2,-1.7
O=C(CSc1nc(-c2ccccc2)nc2c1Cc1ccccc1O2)Nc1ccc(C(=O)O)cc1,5.3
CC(C)NC(=O)NC(=O)COC(=O)c1ccccc1F,3.0
CC(=O)c1cccc(NC(=O)N2C3CCCC2CC(NC(=O)C2CC2)C3)c1 (stereo not drawn),5.8
CN=c1sc(C(=O)Nc2cccc(Cl)c2)cc(=O)n1C,0.3
COc1ccc(OCC(O)CN2CC(C)OC(C)C2)cc1 (stereo not drawn),-2.4
CC(C)(C)S(=O)(=O)N1C[C@H]2CC/C=C\C/C(c3ccccc3)=C\2[C@@H]1CCO,-4.0
Cn1cc(S(=O)(=O)NC2CCCCC2)c(=O)n(C)c1=O,1.2
CC1(C)CC(=O)C2=C(C1)N(Cc1ccccc1)C(=O)C2(NC(=O)C(C)(C)C)C(F)(F)F (stereo not drawn),-2.3
CCS(=O)(=O)N1CCN(c2ccc(C(=O)NC34CC5CC(CC(C5)C3)C4)cc2[N+](=O)[O-])CC1,-0.2
C#CCOCCOCCOCCNc1nc(N2CCN(C(=O)[C@H]([C@@H](C)CC)n3cc([C@@H](N)CC(C)C)nn3)CC2)nc(N2CCN(C(=O)[C@H](Cc3ccc(O)cc3)n3cc([C@@H](N)CC(C)C)nn3)CC2)n1,4.7
Cc1ccnc(SCC(=O)N2CCN(C(c3ccccc3)c3ccccc3)CC2)n1,-3.7

# Continued.
SMILES,TbREL1 primary
O=C(NCCc1ccccc1)C1CCCN1S(=O)(=O)c1cccc2nsnc12 (stereo not drawn),-0.6
CCn1c(=O)cc(OCC(=O)NC2CCCCC2)c2ccccc21,-1.6
COc1ccc(S(=O)(=O)N2CCN(C(=O)c3cccc(Cl)c3)CC2)cc1,-1.8
COc1ccc(C(=O)Cn2c3ccccc3n3nc(CCC(=O)O)c(=O)nc23)cc1OC,-2.1
O=C(CSc1nc2ccccc2c(=O)n1NC(=O)Cc1ccccc1)NCc1ccccc1Cl,-1.1
Nc1nonc1-n1nnc(C(=O)N/N=C/c2cccc(F)c2)c1CN1CCCCCC1,4.8
C/C(=N\NC(=O)CCn1nc(C)cc1C)C(C)(C)C,2.5
Cc1cccc(C(=O)Nc2cc(S(=O)(=O)N3CCOCC3)ccc2N2CCCC2)c1,-0.6
Cc1ccccc1-c1nc2sc3c(c2c(=O)n1N)CCCC3,2.4
Cc1cc(N/N=C/c2c(O)ccc3ccccc23)nc(-c2ccccc2O)n1,7.6
C=CCn1c(SCC(=O)c2c(N)n(C)c(=O)n(C)c2=O)nnc1-c1ccoc1C,1.0
CCOC(=O)c1cnc2nc(C(F)(F)F)[nH]n2c1=O,1.9
C=CCOc1cccc(C2/C(=C(/O)c3ccccc3)C(=O)C(=O)N2CCN2CCOCC2)c1 (stereo not drawn),-1.6
Fc1ccc(-n2nnnc2-c2cnc(-c3cccs3)nc2C(F)(F)F)cc1,-0.5
CCOc1ccc(-n2c(SCC(=O)NCc3ccco3)nc3c(c2=O)SCC3)cc1,-3.0
C1=Nc2c(NCc3ccccc3)ncnc2Oc2ccccc21,2.6
CN(C)c1ccc(/C=C(/NC(=O)c2ccccc2)C(=O)N2CCCC2)cc1,-12.8
CCCCn1nnnc1C(c1ccccc1)N1CCN(c2cccc(C)c2C)CC1 (stereo not drawn),-0.6
COc1ccc(C(=O)/C=C/Nc2cc(C)ccn2)cc1,-1.3
CCN(CC(=O)Nc1cccc(Br)c1)Cc1nc2ccccc2c(=O)[nH]1,4.4
CCSc1nnc(-c2ccc(S(=O)(=O)N3CCOCC3)cc2)n1CC1CCCO1 (stereo not drawn),1.1
CCCN(C(=O)CSc1nc2ccccc2n1CC)C1CCS(=O)(=O)C1 (stereo not drawn),-1.4
CC(C)(C)c1ccc(C2(C)NC(=O)NC2=O)cc1 (stereo not drawn),0.1
CSc1ccccc1NC(=O)c1ccc(CN2CCOCC2)cc1,3.3
Cc1ccc(S(=O)(=O)c2nc(-c3ccco3)oc2NCC2CCCO2)cc1 (stereo not drawn),-1.9

# Following part:
SMILES,TbREL1 primary
S=C1NC2(CCCCC2)Nc2ccccc21,-5.4
Cn1c2cc(S(C)=O)sc2c2cnn(Cc3cccc(N)c3)c(=O)c21 (stereo not drawn),-3.5
CC(C)c1ccc(C(C)NCCS(=O)(=O)c2ccc(Br)cc2)cc1 (stereo not drawn),-2.1
COc1cccc(-c2cc(N3C(=O)Nc4ccccc4N3O)n[nH]2)c1,-1.8
Cc1ccc(C(=O)NCC(C)(C)N2CCOCC2)s1,-1.7
CCOC(=O)Cn1c(=O)c(-c2ccccc2N)nc2ccccc21,-2.1
COc1ccc(C=O)c(-c2c(-c3ccccc3OC)sc3ccccc23)c1,-0.6
COC(=O)C1CCN(c2nc3ccccc3nc2C(C#N)C(=O)OCC(C)C)CC1 (stereo not drawn),-1.0
COc1ccc(Cc2nnc(N/N=C/c3ccc(O)cc3)[nH]c2=O)cc1OC,4.3
COc1ccc2c(Cl)c(C(=O)N/N=C3\CCCC(=O)C3)sc2c1,-5.4
O=C(NCc1cccs1)c1ccc2c(c1)OCCO2,-0.4
COc1cc(SC)ccc1C(=O)N1CCN(Cc2ccc3c(c2)OCO3)CC1,-1.4
COc1ccc(C(=O)Nc2cc(Cl)ccc2N2CCOCC2)cc1S(=O)(=O)N1CCOCC1,-1.5
Cc1ccc2c(c1)-c1c(cnn1CC(=O)NCCc1ccccc1F)CO2,-1.4
O=C(Nc1nc2ncccn2c1-c1ccccc1)c1ccc(F)cc1,0.8
CC(C)(C)C1CCc2c(sc(NC(=O)c3cccs3)c2C(=O)N2CCCCC2)C1 (stereo not drawn),-3.1
N#C/C(=C\c1ccc(OC(=O)c2cccs2)cc1)c1nc2ccccc2[nH]1,2.9
CCCCCC(O)CCc1n[nH]c(=S)n1-c1ccccc1 (stereo not drawn),0.0
CC(=O)C1=C(C)N(Cc2ccc(Cl)cc2)C(=S)NC1c1cccc(Br)c1 (stereo not drawn),1.5
C=CCOc1c(Br)cc(/C=N/NC(=O)Cc2ccc(C(F)(F)F)cc2[N+](=O)[O-])cc1OC,0.9
COc1ccc(N2CCN(C(=O)CN(C)S(=O)(=O)c3cnc[nH]3)CC2)cc1,-4.0
COc1ccc(C(=O)/C=C/c2ccc(OC3CSC3)cc2)cc1,3.0
O=C(Nc1cccc(-c2ccc(N3CCCCC3)nn2)c1)C(F)(F)F,4.8
CCOC(=O)c1cccc(N2C(N)=NC(N)=NC2(C)C)c1,6.1
S=C(Nc1ccc2nccnc2c1)N1CCOCC1,9.1

# Other entries:
SMILES,TbREL1 primary
COCCn1c(C)cc(C(=O)COC(=O)CNC(=O)c2ccco2)c1C,-2.7
CC(C)CN1C(=O)C[C@]2(C(=O)N(C)c3ccc(NS(=O)(=O)c4ccc(F)cc4)cc32)C1c1ccccc1 (stereo partly drawn),-4.4
Cc1cccc(-c2noc(CNC(=O)c3ccc4c(c3)OCO4)n2)c1,1.1
O=C1NC[C@H](Cc2ccccc2)N(CC2CCN(CCC3CCCC3)CC2)C1=O,-0.7
CCCNC(=O)N(C)C[C@@H]1Oc2cc(Br)ccc2S(=O)(=O)N([C@@H](C)CO)C[C@H]1C,6.9
COC(=O)c1ccc(N2CCN(CC(=O)c3ccc(C)cc3)CC2)c([N+](=O)[O-])c1,-2.2
CC(/C=C/c1ccc2c(c1)OCO2)=N\NC(=O)COc1ccccc1C,2.8
Fc1cccc(NC(=S)Nc2ccc(Br)cc2)c1,0.6
CCOC(=O)C[C@@H]1OC[C@H](C)N1S(=O)(=O)c1ccc(C)cc1,1.4
COc1ccc(N2CC(C(=O)Nc3ccccc3C(=O)NC3CC3)CC2=O)cc1 (stereo not drawn),-2.1
COc1ccccc1NC(=O)C(=O)c1cn(CC(=O)N2CCCC2)c2ccccc12,1.9
CCOc1ccc(N2C(=O)/C(=C/c3cccs3)N(C)C2=S)cc1,1.7
COc1ccccc1NC(=O)Cc1nnc(SCC(=O)NC2CCCC2)n1C,3.2
Cc1ccc(F)cc1NC(=O)c1c(-c2ccccc2)noc1C,0.9
O=C(NC1CCCCC1)c1ccccc1-c1ccccc1,2.5
C/C(=N\NC(=O)c1c([N+](=O)[O-])c(C)nn1C)c1ccc(NC(=O)c2ccc(C)o2)cc1,-2.0
CN(C)c1ccc(C(=O)N(Cc2ccccc2)Cc2ccccc2)cc1,-5.6
CC1=Nn2c(nnc2-c2ccccc2F)SC1,-0.1
COc1ccc2sc(-c3ccc(S(C)(=O)=O)cc3)c(-c3ccc(SC)cc3)c2c1,1.6
CC(c1ccccc1)N1CCc2[nH]c(=S)[nH]c(=O)c2C1 (stereo not drawn),-2.7
COC(=O)c1ccc(/C=N/Nc2nc(-c3ccccc3)cs2)cc1,-1.2
COC(=O)c1ccc(COc2ccc(/C=N/N3CCN(C)CC3)cc2)cc1,0.3
O=C(NCCN1CCCCC1)Nc1ccccc1,-0.5
COc1ccc(C2CN=NC23CCCc2ccccc2C3=O)cc1 (stereo not drawn),3.4
COc1ccc(C(=O)Nc2cc3c(cc2C#N)OCO3)cc1S(=O)(=O)NCc1ccco1,-0.5

# As entered above:
# TbREL1 primary, CCOC(=O)C[C@@H]1OC[C@H](C)N1S(=O)(=O)c1ccc(C)cc1 : 1.4
# TbREL1 primary, COc1ccccc1NC(=O)Cc1nnc(SCC(=O)NC2CCCC2)n1C : 3.2
# TbREL1 primary, COc1ccc(-n2c(SCC(=O)NC3CCCCC3)nc3ccsc3c2=O)cc1 : 2.0

# The listing picks up with the four entries that preceded the break.
SMILES,TbREL1 primary
COC(=O)c1ccc(COc2ccc(/C=N/N3CCN(C)CC3)cc2)cc1,0.3
O=C(NCCN1CCCCC1)Nc1ccccc1,-0.5
COc1ccc(C2CN=NC23CCCc2ccccc2C3=O)cc1 (stereo not drawn),3.4
COc1ccc(C(=O)Nc2cc3c(cc2C#N)OCO3)cc1S(=O)(=O)NCc1ccco1,-0.5
COC(=O)[C@]12C[C@H](CC(=O)NCc3ccccc3)C(=O)N(Cc3cccc4ccccc34)C1=C[C@H](COCc1ccccc1)O[C@@H]2C,-1.3
CC1=C(C(=O)c2ccccc2)C(c2cn(-c3ccccc3)nc2-c2ccc(Cl)cc2)NC(=S)N1 (stereo not drawn),2.8
CC(=O)N=C1C=CC(=CN(O)C(C)(C)Cc2ccccc2)C=C1,4.5
CCOC(=O)c1ccc(-c2nnc(-c3ccc(Cl)cc3Cl)o2)cc1,-1.4
Cc1nc2nc(C)c(NS(=O)(=O)c3ccc(CC(C)C)cc3)c(=O)n2[nH]1,-2.4
CN(Cc1cc([N+](=O)[O-])ccc1Cl)C(=O)C[n+]1ccccc1,6.9
Cc1nc2cc(-c3ccsc3-n3c(C)ccc3C)[nH]n2c(=O)c1Cl,26.6*
Cc1ccc(-c2nn3c(C)nnc3s2)cc1NC(=O)CSc1ccc(Cl)cc1,0.3
CN1CCC(=O)N([C@H](CC#N)c2ccccc2)CC1,1.4
O=C(NCc1ccccc1)C(c1ccncc1)N(C(=O)c1csnn1)c1ccccc1F (stereo not drawn),-0.2
O=C(COC(=O)Cc1c(F)cccc1Cl)NC1CCS(=O)(=O)C1 (stereo not drawn),0.2
CCCCNC(=O)C1CCCN(S(=O)(=O)c2ccc(S(=O)(=O)NCC(C)C)cc2)C1 (stereo not drawn),-3.4
O=C(Cn1ncc2c(=O)oc3ccccc3c21)NC1CC1,0.3
COC(=O)[C@]12C[C@H](CC(=O)NCc3cccs3)C(=O)N(Cc3cccc4ccccc34)C1=C[C@H](C(C)(C)C)O[C@@H]2C,-0.7
COc1ccccc1-c1cccc([C@@H]2C[C@H]3[C@H](CON3C)CN2Cc2cc(Cl)cc(Cl)c2)c1,0.6
Cc1ccccc1N(CC(=O)N/N=C/c1cc(C)n(-c2ccccc2C)c1C)S(C)(=O)=O,-2.4
O=[N+]([O-])c1ccc2c(c1Nc1ccccc1)=NC1(CCCCC1)N=2,-1.3
CS(=O)(=O)N1CCN(c2ccc(NC(=S)NC(=O)c3ccccc3[N+](=O)[O-])cc2)CC1,-1.5
Cn1ccc2c(N3c4ccccc4CCc4ccccc43)cc3c(c21)C1CCC3O1 (stereo not drawn),-5.5
O=C(Nc1ccccn1)c1ccc(S(=O)(=O)N2CCCCC2)cc1,1.0
CC(Sc1nnc(CN2CCCC2)n1Cc1ccccc1)C(=O)Nc1ccc(F)c(F)c1F (stereo not drawn),-1.8
N#Cc1ccccc1OCC(=O)OCC(=O)N1CCN(C(=O)c2ccco2)CC1,-2.1
Cc1ccc(OC(C)C(=O)N2CC(=O)Nc3ccccc32)c(C)c1 (stereo not drawn),-1.0
O=C(CSCc1c[nH]c(=O)[nH]c1=O)OCC(=O)c1ccc(Br)cc1,3.7
CCn1cc(C(=O)N2CCCc3ccccc32)c2cc(OC)c(OC)cc2c1=O,-2.4
CC(=O)N1[C@H](C)C=C[C@]1(Cc1ccccc1)C(=O)NCCN1CCOCC1,-1.6

# Ordered by count of non-hydrogen atoms (high to low): part of the list above
SMILES,TbREL1 primary
Cn1ccc2c(N3c4ccccc4CCc4ccccc43)cc3c(c21)C1CCC3O1 (stereo not drawn),-5.5
O=C(Nc1ccccn1)c1ccc(S(=O)(=O)N2CCCCC2)cc1,1.0
CC(=O)N=C1C=CC(=CN(O)C(C)(C)Cc2ccccc2)C=C1,4.5

# Compound activity: PubChem BioAssay, The Scripps Research Institute Molecular Screening Center

# A portion of the library, so the mix of outcomes need not match the whole.
